PRMT1 FP inh: PRMT1 (human) inhibition, primary screen. Q99873. recombinant PRMT1, activity-based probe fluorescence polarization. inhibition, % at 2.79 µM. 370,000 compounds, 1.3% hits;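 active = inhibition above about 21% made by adding two undisclosed values, limit read from the data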
Rev-erbA mod: modulators of human Rev-erb alpha DNA binding; P20393; AID 1259318; 370,000 compounds, 0.79% hits; activity, % at 10 µM; Rev-erbα–FITC-DNA binding, fluorescence polarization, 90 min;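 active = activity above about 14%, limit read from the data; passing the limit was not always enough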;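 note: 0% = DMSO wells with 35 nM protein and 100% = DMSO wells with 750 nM protein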
rCAG binder: binds r(CAG) RNA repeats | r(CAG) RNA repeat, TO-PRO-1 dye displacement fluorescence | inhibition, % at 3 µM | 370,000 compounds, 1.3% hits;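 active = inhibition above the plate cutoff, the mean of all test compounds on that plate plus 3 SD, cut at about 35% in these data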;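 note: 0% = DMSO alone and 100% = 100 µM mitoxantrone as full dye displacement; higher means more dye released from RNA so lower well fluorescence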
SIAE inh: inhibitors of human sialic acid acetylesterase SIAE; Q9HAT2; SIAE FP-Rh probe binding, fluorescence polarization; inhibition, % at 9.66 µM; 370,000 compounds, 0.69% hits; AID 1053197;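 active = inhibition above a cutoff: mean of compounds within the control limits plus 3 SD of those, cut at about 17% in these data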;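 note: 0% = plate median of compound wells and 100% = probe without SIAE protein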
Target sequence (Q9HAT2 whole entry, looked up): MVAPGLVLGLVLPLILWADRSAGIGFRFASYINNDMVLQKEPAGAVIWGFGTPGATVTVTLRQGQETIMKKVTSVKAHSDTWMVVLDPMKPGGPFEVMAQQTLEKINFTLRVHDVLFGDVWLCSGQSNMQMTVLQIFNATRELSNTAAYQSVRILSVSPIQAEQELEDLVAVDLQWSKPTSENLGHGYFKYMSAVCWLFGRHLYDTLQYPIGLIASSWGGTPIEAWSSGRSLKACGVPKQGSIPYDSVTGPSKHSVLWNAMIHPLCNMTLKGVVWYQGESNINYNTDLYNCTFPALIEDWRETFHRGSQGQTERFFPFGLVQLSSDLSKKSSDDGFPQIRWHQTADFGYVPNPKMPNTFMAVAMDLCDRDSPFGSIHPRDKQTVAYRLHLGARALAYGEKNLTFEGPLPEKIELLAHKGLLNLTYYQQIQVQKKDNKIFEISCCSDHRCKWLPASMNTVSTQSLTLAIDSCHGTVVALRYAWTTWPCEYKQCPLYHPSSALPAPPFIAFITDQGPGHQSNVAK
HTRA1 inh: blocks human HTRA1 serine peptidase | Q92743 | recombinant HTRA1, FP-rhodamine activity-based probe, fluorescence polarization | inhibition, % at 5.96 µM | 340,000 compounds, 0.5% hits | AID 504803; in the data active = inhibition above about 36%;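 note: 0% = enzyme with DMSO and 100% = wells lacking enzyme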
TDP2 absorb: TDP2 (human) inhibition, absorbance primary screen; O95551; 370,000 compounds, 0.34% hits; inhibition, % at 12.8 µM; recombinant TDP2, T5PNP hydrolysis, p-nitrophenol absorbance 415 nm;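 active = inhibition above the mean of all tested compounds plus 3 SD, set per campaign, cut at about 25% in these data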;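 note: 0% = DMSO with enzyme and 100% = buffer with substrate but no TDP2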
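Assay system: Recombinant human TDP2 | Quantity: 120 nM TDP2 per well | Incubation: 2 h at 37 °C | Signal: Epi absorbance | Evaluation: Percent inhibition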
mABHD4 FP: ABHD4 (mouse) inhibition, primary FP screen; purified mABHD4, FP-Rh probe fluorescence polarization; inhibition, % at 8.92 µM; 370,000 compounds, 0.54% hits;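 active = inhibition exceeding the mean over every tested compound plus 3 SD, cut at about 30% in these data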;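 note: 0% = plate median of compound wells and 100% = S159A mutant with DMSO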
Target sequence (Q8VD66 whole entry, looked up): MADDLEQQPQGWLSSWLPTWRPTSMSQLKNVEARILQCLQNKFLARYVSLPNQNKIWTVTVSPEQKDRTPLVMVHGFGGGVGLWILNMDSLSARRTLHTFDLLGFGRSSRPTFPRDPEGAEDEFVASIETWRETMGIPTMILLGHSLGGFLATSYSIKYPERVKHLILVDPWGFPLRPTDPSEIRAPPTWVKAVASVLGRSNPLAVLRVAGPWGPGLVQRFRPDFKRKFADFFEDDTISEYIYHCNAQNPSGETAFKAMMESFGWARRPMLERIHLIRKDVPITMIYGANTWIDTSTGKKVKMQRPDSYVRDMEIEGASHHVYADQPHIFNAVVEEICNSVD
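Assay system: Wild-type mouse ABHD4 protein | Medium: HEPES pH 7.0 buffer, 150 mM NaCl, 0.01% Pluronic F-127 | Incubation: Enzyme–compound pre-incubation 45 min, then probe 60 min, both 25 °C | Technique: Fluorescence polarization with parallel and perpendicular emission, 525/598 nm | Evaluation: % inhibition of FP-Rh probe binding versus controls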
LEDGF integ inh: blocks HIV-1 LEDGF/p75-dependent DNA integration | TR-FRET IN-LEDGF/p75 DNA integration, Eu/Cy5 | 370,000 compounds, 0.64% hits | AID 743269 | inhibition, % at 3.7 µM;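 active = inhibition above the screen-wide mean plus 3 SD, cut at about 13% in these data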;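 note: signal is the Cy5 over europium emission ratio at 671 and 618 nm; 0% = plate median of compound wells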
TCR CD3 inh: blocks the human TCR-CD3 interaction | TAMRA-labeled TCR probe fluorescence, biochemical | inhibition, % at 9.4 µM | 360,000 compounds, 0.37% hits | AID 651800; in the data active = inhibition above about 19%;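 note: recombinant mutant TCR 2C K166C tagged with TAMRA read by polarization; 0% = receptor in buffer alone and 100% = receptor with positive control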
PG9 binder: PG9 antibody binding by small molecule; TR-FRET gp120-PG9 antibody binding; inhibition, % at 6.7 µM; 360,000 compounds, 0.43% hits; in the data active = inhibition above about 8.5%
Active calls of the source: *; / = not tested or not shown. This is a subset. The share of hits here may be higher or lower than overall.

entry	Structure	PRMT1 FP inh	Rev-erbA mod	rCAG binder	SIAE inh	HTRA1 inh
1	COc1ccc(N2C(N)=C(C#N)C(c3ccsc3)C3=C2CCCC3=O)c(OC)c1 (stereo not given)	2	3	3	-1	10
2	COc1cccc(CN(C(=O)Cn2nnc(-c3ccccc3F)n2)C(C(=O)NC(C)(C)C)c2ccncc2)c1 (stereo not given)	2	0	-5	5	-11
3	CCOC(=O)C1=CCN(S(=O)(=O)c2ccc(C)cc2)C1c1cccs1 (stereo not given)	0	-1	1	-2	/
4	O=C(Nc1ccc(F)cc1)c1nc[nH]c1C(=O)Nc1ccccc1[N+](=O)[O-]	-2	-9	3	-1	3
5	CC1(C)C(=O)Nc2ccccc2N1C(=O)CSc1nnc2c(Cl)cc(Cl)cn12	1	-2	3	0	0
6	CCN(CC(=O)NCc1ccc(Cl)cc1)C(=O)c1cc(S(=O)(=O)NCc2ccccc2)ccc1C	-3	-1	-4	1	-8
7	CCOc1ccc(C2C(C(=O)c3ccc(C)o3)=C(O)C(=O)N2Cc2cccnc2)cc1 (stereo not given)	4	-2	11	-4	4
8	CCN(CC(=O)Nc1ccccc1OC)C(=O)c1cc(S(=O)(=O)N2CCCCCC2)ccc1OC	5	0	-5	-4	-3
9	COc1cc(C(=S)N2CCOCC2)cc(OC)c1OC(=O)c1cc([N+](=O)[O-])c(C)c([N+](=O)[O-])c1	0	3	8	1	7
10	CCOc1ccc2[nH]cc(C(=O)NCCCN3CCOCC3)c(=O)c2c1	1	5	-4	2	3

entry	TDP2 absorb	mABHD4 FP	LEDGF integ inh	TCR CD3 inh	PG9 binder
1	-8	9	2	6	-3.6
2	-4	-2	-1	6	0.3
3	-17	-11	4	-10	0.9
4	5	2	-2	5	0.3
5	16	9	-1	1	0.9
6	15	-10	1	3	0.0
7	-1	-3	7	-6	23*
8	-18	-5	-3	-6	1.9
9	3	1	3	4	-1.8
10	3	2	0	2	0.1

More records:
entry	Structure	PRMT1 FP inh	Rev-erbA mod	rCAG binder	SIAE inh	HTRA1 inh
11	C=CCc1c(C)nc2cc(-c3ccccc3)[nH]n2c1=O	0	-6	-2	-1	5
12	Cc1cc(NC(=O)C(C)SCC(=O)Nc2ccc(C(=O)OC(C)C)cc2)no1 (stereo not given)	0	-5	1	3	9
13	Cc1cc(O)ccc1Nc1nc2ccccc2nc1Nc1ccc(O)cc1C	11	-5	14	20*	34
14	O=C(O)CSc1c2c(nc3cc(C(=O)Nc4cccc(C(F)(F)F)c4)ccc13)CCC2	-6	-3	72*	-46	-62
15	CCOC(=O)Cc1csc(NC(=O)c2ccc(S(=O)(=O)N3CCOCC3)cc2)n1	-2	1	1	1	-2
16	O=[N+]([O-])c1ccc(S(=O)(=O)CC(CN2CCCCC2)N2CCCCC2)cc1 (stereo not given)	1	-3	4	0	-3
17	O=C(C1CCC(CNc2c(N3CCOCC3)c(=O)c2=O)CC1)N1CCN(c2ccccc2)CC1 (stereo not given)	-2	-3	1	3	9
18	COC(=O)[C@]12C[C@H](CC(=O)N3CCCCC3)C(=O)N(Cc3ccc4c(c3)OCO4)C1=C[C@H](C(C)(C)C)O[C@@H]2C	6	-5	1	1	/
19	COc1ccc(C2=NOC(CNC(=O)c3ccccc3Br)C2)c(OC)c1 (stereo not given)	1	-1	-4	-5	8
20	COc1ccc(C(=O)Nc2ncc3c(n2)-c2ccccc2CC3)cc1	-2	-6	-4	4	-7

entry	TDP2 absorb	mABHD4 FP	LEDGF integ inh	TCR CD3 inh	PG9 binder
11	3	2	-1	-11	-1.0
12	8	1	0	3	-0.4
13	0	23	-1	14	-2.7
14	-10	-56	7	1	16*
15	-10	-4	13	7	-2.0
16	-6	5	-8	-7	0.2
17	-3	3	-3	5	-0.1
18	5	-5	-4	-1	-0.1
19	2	2	-5	-7	-1.6
20	-7	0	1	5	-0.5

(continued)
entry	Structure	PRMT1 FP inh	Rev-erbA mod	rCAG binder	SIAE inh	HTRA1 inh
21	Cc1cc(C(=O)OCC(=O)Nc2ccc(F)cc2F)c(C)o1	1	-7	-2	4	0
22	CN(C)CCCN1C(=O)c2oc3ccc(Cl)cc3c(=O)c2C1c1cccnc1 (stereo not given)	1	-6	9	0	5
23	COC(=O)c1ccc(C(C(=O)NCc2ccccc2)N(Cc2ccco2)C(=O)c2cnccn2)cc1 (stereo not given)	3	2	-3	5	-3
24	CCOc1ccc2[nH]c(C)c(CN3CCCCCC3)c(=O)c2c1	-4	-4	4	-1	-9
25	CCc1cccc(N(CC(=O)NCc2ccc(F)cc2)C(=O)c2csnn2)c1	1	0	-4	4	7
26	O=C(CN1C(=O)c2cccc3cccc(c23)C1=O)NCCCO	0	1	1	8	2
27	Cc1ncc(S(=O)(=O)c2ccccc2)c(-c2ccccc2Cl)n1	-4	0	-5	2	3
28	CCOC(=O)NN1C(=O)c2ccccc2NC1(C)C	1	-1	1	-2	-5
29	O=c1c2cn(Cc3ccc(F)cc3)c3ccc(F)cc3c-2nn1Cc1ccc(F)cc1	1	-19	0	0	5
30	CC(C)N1CC(C(=O)Nc2ccc(Cl)c([N+](=O)[O-])c2)CC1=O (stereo not given)	-2	-3	-5	1	-2

entry	TDP2 absorb	mABHD4 FP	LEDGF integ inh	TCR CD3 inh	PG9 binder
21	-7	-2	0	4	-2.9
22	2	-2	1	0	-1.8
23	-5	3	3	-2	-0.2
24	-5	7	3	10	0.1
25	-7	5	-4	1	-2.8
26	9	0	0	1	-1.3
27	7	0	-1	0	-0.2
28	11	1	-1	-2	1.9
29	0	5	-3	-5	-0.6
30	1	3	3	7	-0.8

The list goes on.
entry	Structure	PRMT1 FP inh	Rev-erbA mod	rCAG binder	SIAE inh	HTRA1 inh
31	CCOc1ccc(/C(O)=C2/C(=O)C(=O)N(CCOCCO)C2c2ccccc2)cc1 (stereo not given)	0	6	7	3	0
32	O=C(CSc1nc(C2CC2)nc2ccccc12)N1CCc2ccccc21	2	13	20	7	5
33	COCCOC(=O)c1c(C)n(C)c2ccc(OC(=O)c3ccccc3OC)cc12	-3	-1	0	-3	-17
34	O=[N+]([O-])c1cc2cccnc2c2ncccc12	-1	-6	-1	-5	/
35	O=C(c1ccc2c(c1)N(Cc1ccc(F)cc1)C(=O)CS2)N1CCOCC1	0	-3	-3	7	5
36	C=CCn1c(=N)n(CC(=O)c2ccccc2)c2ccccc21	1	-3	1	11	4
37	Cc1cccc(C(C)C)c1NS(=O)(=O)c1cn(C)nc1C	4	1	-4	4	3
38	Cc1nc(C)n(C(Oc2ccc(Cl)cc2Cl)C(=O)C(C)(C)C)n1 (stereo not given)	-6	3	-4	0	8
39	CC1C(=O)N2CCCc3cc(S(=O)(=O)N4CCN(c5ccc(F)cc5)CC4)cc1c32 (stereo not given)	7	5	5	5	-4
40	O=C(NC(O)C(=O)c1ccccc1)c1ccc(F)cc1 (stereo not given)	2	4	3	-7	5

entry	TDP2 absorb	mABHD4 FP	LEDGF integ inh	TCR CD3 inh	PG9 binder
31	-5	-3	5	0	6.2
32	12	2	3	4	0.3
33	-2	2	-2	7	-0.5
34	-3	1	-6	-10	-1.1
35	-7	-8	-2	3	-1.2
36	11	3	2	0	0.5
37	-4	2	-4	2	-0.1
38	-9	-14	12	1	-1.2
39	-2	5	-3	-1	0.7
40	-5	-5	-1	3	-0.7

Some of the entries so far, with values under each structure.
Each structure is followed by: PRMT1 FP inh | Rev-erbA mod | rCAG binder | SIAE inh | HTRA1 inh | TDP2 absorb | mABHD4 FP | LEDGF integ inh | TCR CD3 inh | PG9 binder
27. Cc1ncc(S(=O)(=O)c2ccccc2)c(-c2ccccc2Cl)n1
→ -4 | 0 | -5 | 2 | 3 | 7 | 0 | -1 | 0 | -0.2
28. CCOC(=O)NN1C(=O)c2ccccc2NC1(C)C
→ 1 | -1 | 1 | -2 | -5 | 11 | 1 | -1 | -2 | 1.9
29. O=c1c2cn(Cc3ccc(F)cc3)c3ccc(F)cc3c-2nn1Cc1ccc(F)cc1
→ 1 | -19 | 0 | 0 | 5 | 0 | 5 | -3 | -5 | -0.6
30. CC(C)N1CC(C(=O)Nc2ccc(Cl)c([N+](=O)[O-])c2)CC1=O (stereo not given)
→ -2 | -3 | -5 | 1 | -2 | 1 | 3 | 3 | 7 | -0.8
31. CCOc1ccc(/C(O)=C2/C(=O)C(=O)N(CCOCCO)C2c2ccccc2)cc1 (stereo not given)
→ 0 | 6 | 7 | 3 | 0 | -5 | -3 | 5 | 0 | 6.2
32. O=C(CSc1nc(C2CC2)nc2ccccc12)N1CCc2ccccc21
→ 2 | 13 | 20 | 7 | 5 | 12 | 2 | 3 | 4 | 0.3
33. COCCOC(=O)c1c(C)n(C)c2ccc(OC(=O)c3ccccc3OC)cc12
→ -3 | -1 | 0 | -3 | -17 | -2 | 2 | -2 | 7 | -0.5
34. O=[N+]([O-])c1cc2cccnc2c2ncccc12
→ -1 | -6 | -1 | -5 | / | -3 | 1 | -6 | -10 | -1.1
35. O=C(c1ccc2c(c1)N(Cc1ccc(F)cc1)C(=O)CS2)N1CCOCC1
→ 0 | -3 | -3 | 7 | 5 | -7 | -8 | -2 | 3 | -1.2
36. C=CCn1c(=N)n(CC(=O)c2ccccc2)c2ccccc21
→ 1 | -3 | 1 | 11 | 4 | 11 | 3 | 2 | 0 | 0.5
37. Cc1cccc(C(C)C)c1NS(=O)(=O)c1cn(C)nc1C
→ 4 | 1 | -4 | 4 | 3 | -4 | 2 | -4 | 2 | -0.1
38. Cc1nc(C)n(C(Oc2ccc(Cl)cc2Cl)C(=O)C(C)(C)C)n1 (stereo not given)
→ -6 | 3 | -4 | 0 | 8 | -9 | -14 | 12 | 1 | -1.2
39. CC1C(=O)N2CCCc3cc(S(=O)(=O)N4CCN(c5ccc(F)cc5)CC4)cc1c32 (stereo not given)
→ 7 | 5 | 5 | 5 | -4 | -2 | 5 | -3 | -1 | 0.7

The listing continues.
entry	Structure	PRMT1 FP inh	Rev-erbA mod	rCAG binder	SIAE inh	HTRA1 inh
41	O=C(CC(NC(=O)OCc1ccccc1)C(=O)OCc1ccccc1)OCc1ccccc1 (stereo not given)	4	0	3	-4	-4
42	CCOc1ccc(Cn2nnc(C(=O)NCc3ccc(OC)cc3)c2N)cc1	-6	-8	3	8	-1
43	CCn1cc(Cl)c(C(=O)N2N=C3/C(=C/c4cccs4)CCCC3C2c2cccs2)n1 (stereo not given)	3	2	4	-5	-22
44	CC1CCCC(NC(=O)CSc2nnnn2C)C1C (stereo not given)	2	4	0	2	-5
45	COc1ccc(CNC(=O)NCCc2c[nH]c3ccccc23)cc1	1	4	-3	5	2
46	COc1ccccc1CNc1nc(Nc2ccccc2-n2cccn2)c2sccc2n1	-9	1	7	-7	/
47	Cn1ncc([N+](=O)[O-])c1C(=O)N/N=C/c1cccc([N+](=O)[O-])c1	-1	-2	2	-8	3
48	O=S(=O)(c1ccc(Cl)cc1)N1CCN(c2ncccn2)CC1	-1	5	-5	10	-8

entry	TDP2 absorb	mABHD4 FP	LEDGF integ inh	TCR CD3 inh	PG9 binder
41	-1	-18	-2	0	0.4
42	-2	-1	2	-2	0.1
43	11	4	0	-2	0.3
44	1	-4	-2	9	-1.9
45	-8	-3	2	-4	-1.0
46	-16	4	5	1	0.2
47	-5	0	-1	-2	-2.0
48	4	2	3	-1	16*

Bioassay records: PubChem BioAssay, several laboratories
